KDM5B inh – Primary screen for KDM5B Histone Demethylases FDH-coupled qHTS. KDM5B demethylase, FDH-coupled NADH fluorescence (FDH is formaldehyde dehydrogenase). Potency, µM (series often up to 57.7 µM), inactives show top-dose activity change, negative = inhibition, hits mostly inhibitors. 220,000 compounds, 2.6% hits. AID 1347165, 2019; active = well fitted inhibition curve with a large enough effect; inconclusive = small, poorly fitted or top-dose-only effect; inactive = no such curve, though single readings can be large or run the other way; also: 0% is about no effect; nearly all actives have a fitted effect of over 70% in size
Target sequence (Q9UGL1 whole entry, looked up): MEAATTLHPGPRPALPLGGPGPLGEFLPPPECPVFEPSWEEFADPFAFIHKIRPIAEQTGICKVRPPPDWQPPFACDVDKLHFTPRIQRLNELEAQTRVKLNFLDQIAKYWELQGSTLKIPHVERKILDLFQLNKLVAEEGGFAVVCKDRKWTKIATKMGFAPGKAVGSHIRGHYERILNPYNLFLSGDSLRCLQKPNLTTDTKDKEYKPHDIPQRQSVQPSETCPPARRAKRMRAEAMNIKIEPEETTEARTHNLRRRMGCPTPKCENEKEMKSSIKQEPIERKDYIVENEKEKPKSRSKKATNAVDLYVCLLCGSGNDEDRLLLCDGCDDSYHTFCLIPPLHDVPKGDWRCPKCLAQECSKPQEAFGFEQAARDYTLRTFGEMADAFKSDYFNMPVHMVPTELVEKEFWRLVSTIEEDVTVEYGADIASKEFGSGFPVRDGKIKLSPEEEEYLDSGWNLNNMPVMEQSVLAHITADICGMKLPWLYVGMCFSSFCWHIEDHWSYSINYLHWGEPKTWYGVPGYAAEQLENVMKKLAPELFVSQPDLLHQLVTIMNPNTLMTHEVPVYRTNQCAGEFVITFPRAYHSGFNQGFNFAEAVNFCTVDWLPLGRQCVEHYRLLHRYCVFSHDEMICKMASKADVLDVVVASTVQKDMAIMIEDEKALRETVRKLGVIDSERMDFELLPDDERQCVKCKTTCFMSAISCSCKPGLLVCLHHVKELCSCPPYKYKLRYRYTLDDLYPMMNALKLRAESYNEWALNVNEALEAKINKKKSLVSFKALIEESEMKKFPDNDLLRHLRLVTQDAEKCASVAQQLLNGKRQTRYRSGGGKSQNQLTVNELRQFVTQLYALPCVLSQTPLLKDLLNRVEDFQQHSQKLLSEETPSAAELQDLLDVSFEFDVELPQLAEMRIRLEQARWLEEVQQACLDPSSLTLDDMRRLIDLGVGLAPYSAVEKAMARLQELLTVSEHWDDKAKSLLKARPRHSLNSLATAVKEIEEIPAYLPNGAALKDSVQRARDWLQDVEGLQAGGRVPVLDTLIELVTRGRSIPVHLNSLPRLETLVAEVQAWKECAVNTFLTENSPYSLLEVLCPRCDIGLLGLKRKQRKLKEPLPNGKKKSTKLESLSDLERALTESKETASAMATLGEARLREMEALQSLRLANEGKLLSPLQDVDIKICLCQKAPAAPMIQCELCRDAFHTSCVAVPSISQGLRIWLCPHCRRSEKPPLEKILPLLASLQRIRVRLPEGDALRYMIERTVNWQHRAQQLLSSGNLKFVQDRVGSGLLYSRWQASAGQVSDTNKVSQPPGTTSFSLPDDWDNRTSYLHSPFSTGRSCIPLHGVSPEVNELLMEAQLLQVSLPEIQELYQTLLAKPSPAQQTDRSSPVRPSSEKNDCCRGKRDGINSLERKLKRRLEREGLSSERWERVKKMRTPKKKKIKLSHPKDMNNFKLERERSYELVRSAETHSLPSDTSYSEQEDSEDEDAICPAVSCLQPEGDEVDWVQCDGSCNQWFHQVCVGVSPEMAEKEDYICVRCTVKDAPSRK
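Compound dilutions met 200 nM (final) KDM5BΔAP for 10 min at room temperature before substrate addition. The substrate mix held 12.5 µM H3K4me3 with cofactors 25 µM α-ketoglutarate and 50 µM Fe²⁺. NADH signal gain over 30 min defined activity.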
* = called active by the depositor; i = inactive; ? = inconclusive; [ ] = dose if it differs, or a comment. Potency is read from the fitted curve at half-maximal effect. Some of the compounds tested. The share of hits here may be higher or lower than overall.

SMILES | KDM5B inh
O=C(Nc1ccc(O)c(-c2nc3ccccc3o2)c1)c1ccc(-c2cccc(Cl)c2)o1 | -7.1%
COCCNc1ncccc1-c1noc([C@@H]2CCCN2Cc2cc(OC)c(OC)c(OC)c2)n1 | 31.6µM*
CCc1c(C(=O)NC(C)c2ccc(OC)c(OC)c2)csc1C (stereo not drawn) | -1.2%
NC(Cc1ccccc1)c1nnc(SCc2ccccc2)o1 (stereo not drawn) | ?
Cc1cc(C(=O)OC(C)C(=O)Nc2ccc(F)cc2Cl)c(C)o1 (stereo not drawn) | -22.1%
COc1ccc(NC(=O)c2c(NCc3cccs3)sc3c2CCCC3)cc1 | ?
CN(C(=O)CCc1ncc(-c2ccc(Cl)cc2)o1)C1C2CC3CC(C2)CC1C3 (stereo not drawn) | 0.2%
Cc1ccc(NC(=O)N2CCC(CCNC(=O)C3(c4ccccc4)CC3)CC2)cc1F | 17.8%
Fc1ccccc1NC(=S)NCCC(c1ccccc1)c1ccccc1 | -29.1%
CC(c1cccs1)N(C)C(=O)c1ccccc1Cl (stereo not drawn) | -4.3%[86.2 µM]
O=C(Nc1sc2c(c1C(=O)Nc1ccccc1Cl)CCCC2)c1ccccc1F | ?
O=C(c1ccc(F)cc1)c1cn(Cc2ccccc2)c2cc3c(cc2c1=O)OCO3 | -5.5%
Cc1cn2nc(C(=O)Nc3ccc(Cl)cc3C)cc2c(N(C)Cc2ccccc2)n1 | i
COc1ccc(S(=O)(=O)N(CC(=O)N2CCC(C)CC2)c2ccc(C)cc2)cc1 | -42.7%
COc1ccc(NC(=O)CCc2c[nH]c3ccccc23)cc1OC | -17.9%
O=C(Cn1nc(-c2ccccc2)c2ccccc2c1=O)N1CCCCC1 | 2.6%
CN(C)c1ccc(C(=O)NCC2CCN(c3cc(-c4ccc(F)cc4)[nH]n3)CC2)cc1 | ?
CCCC12CN3CC(C)(CN(C1)C3c1ccc(OCc3ccccc3)cc1)C2=O (stereo not drawn) | -7.2%
O=C(N[C@@H]1CNC[C@H]1CO)C1CCC1 | 21.1%
COC(=O)c1ccccc1NC(=O)c1cc(N2CCCCS2(=O)=O)ccc1Cl | -9.2%
CC(=O)NCCCc1nc2ccccc2n1Cc1ccccc1F | 48.4%
COc1ccc(-c2cc(C(=O)NC3CC3)c3c(C4CCCNC4)noc3n2)cc1 (stereo not drawn) | 79.4µM*
CN(C)c1oc(-c2ccco2)nc1S(=O)(=O)c1ccc(Cl)cc1 | -9.7%
CCOc1ccc(S(=O)(=O)NCc2cccnc2)cc1NC(=O)c1ccccc1 | 17.5%
C=C(C)C1CCC(C)=C1CC/C(C)=N\NC(N)=O (stereo not drawn) | -7.6%
Continued:
SMILES | KDM5B inh
N#C/C(=C/c1ccc(O)c(Br)c1)C(=O)Nc1ccccc1C(F)(F)F | -19.4%
COc1ccccc1OCc1nc(C#N)c(NCc2ccc(C)cc2)o1 | -15.5%
COCCn1cnnc1SCCOc1ccc(Cl)cc1 | 26.8%
COC(=O)c1c(C)[nH]c(-c2ccccc2F)c1C1C(=O)Nc2ccccc21 (stereo not drawn) | -15.0%
Cc1ccc(S(=O)(=O)C(CC(=O)c2ccccc2)c2ccc(Cl)cc2)cc1 (stereo not drawn) | 11.0%
COc1ccc(OC)c(S(=O)(=O)Nc2cccc3c(O)cccc23)c1 | 2.2%
Cc1cccc(CN2CCCN(S(C)(=O)=O)C(c3ccccc3)CC(=O)NCC2)c1 (stereo not drawn) | -6.2%
Cc1cnc(C(=O)N[C@@H]2CCC[C@@H]2C(=O)N2CCN(c3ncccn3)CC2)cn1 | 4.3%
O=C1NC2(Cc3ccccc31)CN(CC1CCCC1)C2 | 17.4%[149 µM]
CCCc1nnc(NC(=O)C2CC(=O)N(c3n[nH]c4cccc(F)c34)C2)s1 (stereo not drawn) | -4.1%
O=C(C1CCc2nnc(C3CCN([S+](=O)([O-])c4ccccc4)CC3)n21)N1CCN(c2ncccn2)CC1 (stereo not drawn) | ?
CN(C)C(=O)c1cccc(NC(=O)/C=C/c2ccccc2)c1 | 2.4%
COCCn1c(SC(C)C(=O)c2ccc(OC)cc2)nnc1-c1ccc(Cl)cc1 (stereo not drawn) | 2.3%
Nc1nc2c(s1)C(c1ccccc1OCc1ccccc1Cl)CC(=O)N2 (stereo not drawn) | ?
CC(C)NC(=O)CN1C(=O)C(c2ccccc2)=NC12CCCCC2 | 26.3%
COc1ccccc1NC(=O)c1sc2cccc(Cl)c2c1Cl | 4.1%
Cn1nc(C(C)(C)C)cc1NC(=O)c1ccccc1 | 15.4%
Cc1nc(-c2ccc(OC3CCN(C(=O)CCc4nc5ccccc5[nH]4)C3)cc2)no1 (stereo not drawn) | 11.0%
CN(C)C(=O)c1cc(F)cc(F)c1 | 12.0%
O=C(O)CNS(=O)(=O)c1ccc(I)cc1 | 8.5%
CC(C)n1c(C2CCCN(C(=O)CCc3ccccc3)C2)nn(C)c1=O (stereo not drawn) | 18.8%
CCOCCOC1CCN(C(=O)c2cccc3[nH]ccc23)CC1 | ?
Cc1cccc(C(=O)/C=C\N(C)C)c1 | -24.8%
N#Cc1cccnc1NCCC12CC3CC(CC(C3)C1)C2 | ?
NCCn1cc(C(=O)NCCS(=O)(=O)N2CCCC2)nn1 | 0.1%
More compounds.
SMILES | KDM5B inh
Cc1nc([C@@H]2CN(C3CCN(CCc4ccccc4)CC3)C[C@H]2C(N)=O)n[nH]1 | 27.3%
COc1ccc(-c2noc([C@@H]3CCCN3C(=O)c3ccc(C)c(C)c3)n2)cc1 | -23.5%
COc1cccc(CC(=O)N2CCCN(S(C)(=O)=O)C(c3ccccc3)CC(=O)NCC2)c1 (stereo not drawn) | -27.5%
CCc1ccc(NC(=O)Cn2c(-c3ccc(F)cc3)cc(C(C)=O)c2C)cc1 | -1.0%
COc1cc(CN2CCC3(CC2)CC(O)CCO3)ccc1F (stereo not drawn) | -8.9%
COc1ccc(C(=O)N2CCN(C(=O)c3nnn4c3COC(c3ccc(Cl)cc3)C4)CC2)cc1F (stereo not drawn) | -13.5%
CC1(c2ccccc2)CC(C)(C)n2c(O)c(C3=NC(=S)NC3=O)c3cccc1c32 (stereo not drawn) | 22.7%
COc1cccc(N2C(=O)NC(=NC3CCCCC3)C23CCCN([S+](=O)([O-])c2cccc(C(F)(F)F)c2)C3)c1 (stereo not drawn) | 11.2%[115 µM]
Cc1ccc(C)c(N2CCN(S(=O)(=O)c3cc(-c4cc(C)no4)ccc3C)CC2)c1 | ?
COc1cccc(CC(=O)N2CC(C(=O)NCCc3ccncc3)C3(CCOCC3)C2)c1 (stereo not drawn) | -5.6%
Cc1nonc1CC(=O)N1CCc2ncnc(N3CC=CC3)c2CC1 | -13.4%
O=C(Nc1sc2c(c1C(=O)O)CCCC2)c1cccc(Cl)c1 | -4.5%
CCC(=O)N1Cc2ccccc2CC2(CCCN2Cc2cccnc2)C1 (stereo not drawn) | -25.2%[115 µM]
COc1ccccc1CNC(=O)C(C)n1ccc2cc(S(=O)(=O)N3CCCC3)ccc21 (stereo not drawn) | -9.8%
COc1cc(NC(=O)CCc2nc(-c3cccs3)no2)cc(OC)c1OC | 12.2%
O=C(CN1C(=O)COc2ccc(S(=O)(=O)N3CCCCCC3)cc21)N1CCN(c2ccccc2F)CC1 | -1.7%
Cn1c(=O)[nH]c(=O)c2c1nc(N1CCN(Cc3cccc(Cl)c3)CC1)n2CCCc1ccccc1 | 4.7%
CC(C)c1nc(C2Cc3ccccc3N2C(=O)NC2CCCC2)no1 (stereo not drawn) | -6.2%
COc1cccc(-c2cccc(C(=O)O)c2)c1 | -3.5%[230 µM]
CCc1ccc2oc(C(=O)Nc3ccc(OC)cc3)cc(=O)c2c1 | 2.0%
Cc1cccc(CNC(=O)c2ccc(NC(=O)N3CCSc4ccccc43)cc2)c1 | -13.0%
COCc1cc(C[C@@H]2C[C@H](NS(=O)(=O)c3ccccc3)C2(C)C)no1 | -19.0%[86.2 µM]
CCCC(=O)Nc1ccccc1C(C)CC (stereo not drawn) | 25.1%
Cc1cc(C(=O)N2CC3CC(C2)[C@H]2CCCC(=O)N2C3)n(C)n1 (stereo partly drawn) | 26.9%
Cc1noc(-c2ccccc2Cl)c1C(=O)NC(C)c1ccccc1 (stereo not drawn) | 30.3%[activator]
Continuation:
SMILES | KDM5B inh
COc1ccc(-c2noc(CNC(=O)c3cc4cccc(OC)c4o3)n2)cc1 | ?
COCCNC(=O)C(c1ccc(O)cc1)N(Cc1ccccc1)C(=O)CCC(=O)Nc1ccccn1 (stereo not drawn) | 20.0%
CC(NS(=O)(=O)c1ccsc1C(=O)O)C1CCCO1 (stereo not drawn) | -6.7%
Cc1noc(C)c1CNC(=O)CC(C)(C)C | -6.3%
COc1ccc(CCC(=O)OCC(=O)Nc2ccccc2)cc1 | 2.2%
COc1cc2c(cc1OC)C(C)N(S(=O)(=O)c1cn(C)c(C)n1)CC2 (stereo not drawn) | -14.1%
CN1CCCN(C(=O)c2ccco2)c2ccccc21 | -25.1%
Cn1c(=O)[nH]c(=O)c2c1nc(N1CCCCC1)n2CCSc1ncccn1 | 2.3%
Cc1nc2cccnc2n1CC1CCCN(C(=O)Nc2cccc(Cl)c2)C1 (stereo not drawn) | 0.4%
O=C(N[C@@H]1CN(C(=O)Nc2cccc(C(F)(F)F)c2)CCC[C@H]1O)c1ccc(OCc2ccccc2)cc1 | -22.3%
CCOc1ccc(-c2noc(-c3nc(CC)no3)n2)cc1 | ?
O=C(CCC(=O)N1CCCC1)Nc1ccc(Cl)c(Cl)c1 | -6.3%
Cc1cccc(-n2c(=O)c3c(c4cc(C)ccc4n3C)n(CC(=O)NCC3CCCO3)c2=O)c1 (stereo not drawn) | ?
CNC(=O)CCn1ncc2cc(OCc3ccccc3-c3cccc(OC)c3)ccc21 | ?
COc1ccc(-n2nc(C(=O)N3CCCC(C)C3)c3c4ccccc4n(C)c3c2=O)cc1Cl (stereo not drawn) | -9.0%
COc1ccccc1CCNC(=O)C(=O)c1cn(CC(=O)N2CCCC2)c2ccccc12 | -7.1%
COc1ccc(-c2noc(CC3CCN(C(=O)Cc4cccc(C)c4)CC3)n2)cc1 | 5.8%
CC(=O)Nc1c(C)nn(-c2ccccc2)c1N1CCC(C(=O)NCc2cccc(Cl)c2)CC1 | 2.0%
c1ccc(CCCN2Cc3[nH]cnc3C[C@H]2c2nc(-c3cnccn3)no2)cc1 | ?
CN(C)CCSc1nc(N2CCCCC2)c2c(c1C#N)CCCC2 | -12.7%
CCOC(=O)c1[nH]c2ccccc2c1NC(=O)c1cc(OCC)c(OCC)c(OCC)c1 | ?
O=C(CCCc1nc2ccccc2s1)NC1CCSc2c(F)cccc21 (stereo not drawn) | 9.0%
Cc1ccc(-c2noc(C(C)NC(=O)c3ccco3)n2)cc1 (stereo not drawn) | -7.8%
COc1ccccc1Nc1ncc2c(n1)CN(C(=O)c1cccc(C#N)c1)CCN2 | -12.0%[86.2 µM]
Nc1nonc1-n1nnc(C(=O)N/N=C/C=C/c2ccccc2)c1CSC1=NCCS1 | ?
The list goes on.
SMILES | KDM5B inh
Cc1ccc(CNC(=O)COC(=O)c2ccc(C3Nc4ccccc4S(=O)(=O)N3)cc2)cc1 (stereo not drawn) | -15.6%
O=C(Cn1c(=O)n(Cc2ccccc2)c(=O)c2sc3ccccc3c21)Nc1ccc(F)cc1 | ?
O=C(CSC1=Nc2ccccc2N=C(c2ccc(F)cc2)C1)NCc1ccccc1 | -3.8%
CC(=O)Nc1cc(C(=O)NCc2ccccc2C)c2ccc(C)nc2c1 | 25.1µM*
Cc1ccc(C)c(CCNC(=O)[C@H]2CNC[C@H](C(=O)N3CCOCC3)C2)c1 | 38.9%[activator]
Cc1cc(Br)ccc1NC(=O)c1nc2ccccc2nc1N1CCCCC1 | -10.7%
CCOC(=O)c1sc2ccccc2c1S(=O)(=O)Nc1cccc(C(F)(F)F)c1 | -27.8%
Cc1cccc(C(=O)OCc2cc(=O)n3nc(-c4cccs4)sc3n2)c1 | -20.9%
Cc1cccc(OCC(=O)Nc2onc3c2CC(C)CC3)c1 (stereo not drawn) | -17.6%
O=C1COc2ccc(C(=O)COC(=O)c3ccc(Cl)cc3Cl)cc2N1 | -13.0%
CC(C)(O)c1cc(CC2(NCc3ccc(OC(F)(F)F)cc3)COC2)no1 | 9.4%[86.2 µM]
CCc1ccc(NC(=O)CCNC(=O)Cn2ccc3ccccc3c2=O)cc1 | -15.7%
COc1ccccc1S(=O)(=O)N1C[C@@H]2C(CN(C)C)[C@@H]2C1 (stereo partly drawn) | 0.8%

Screening results: PubChem, National Center for Advancing Translational Sciences (NCATS)
